FUS suppressor: rescues growth of FUS-expressing yeast. S. cerevisiae FUS-expressing, growth rescue, OD600, 24 h. Potency, µM (titrated, usually from 76.6 µM), for inactives: at the highest dose growth rescue (activation), usual class: activators. hit rate 0.24% among 390,000;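 further: potency means the concentration at half of the fitted maximal effect; plate controls were DMSO vehicle for no effect and reference control for full effect; nearly all actives have a fitted effect of over 55% in size; some results filed as inactive show a strong effect at the top dose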
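Toxicity suppression screen in FUS-yeast. Cells induced with 2% galactose, starting OD 0.005, treated 24hr at 30C with compounds at multiple final concentrations; growth by OD600.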
GLP1R cytotox: cytotoxicity counter-screen for GLP-1 receptor inverse agonists; hit rate 0.13% among 410,000; AID 624418; Potency, µM (top dose mostly 38.3 µM), for inactives: at the highest dose activity change, negative = inhibition, usual class: inhibitors; HEK293 cAMP-luciferase reporter cells, luminescence, 24 h;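 further: loss of luciferase light is scored as toxicity; potency means the concentration at half of the fitted maximal effect; on the % scale 0 is the no-effect control and ±100 the full control effect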
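Compound-treated cells are incubated 24 hr at 37 deg C under 5% CO2 after a 12 hour attachment period, then luciferase detection reagent is added and luminescence is measured following 12 min at room temperature; lowered signal indicates toxicity.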
Akt phos inh: inhibitors of Akt phosphorylation; hit rate 0.32% among 360,000; Neuro2A IGF-stimulated pAkt S473 HTRF, 20 min; stronger effect = lower value; activity change, % for hits at 50 µM; in the data active means activity change below about -80%; inconclusive means mostly about -51% to -80%; further: on the % scale 0 is the no-effect control and ±100 the full control effect
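Neuro2A cells (4,500/well, DMEM with 0.5% FBS) were treated with compound at a single 50 µM final concentration, stimulated with 6 nM IGF for 20 min at 37 °C, and lysed. Phospho-Akt Ser473 was read by HTRF as 665/615 ratio ×10^4.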
aSyn yeast inh: inhibitors of alpha-synuclein toxicity in yeast; Yeast expressing alpha-synuclein, growth rescue, BacTiter-Glo, 24 h; Potency, µM (titrated, usually from 46.1 µM), without a hit: at the highest dose growth rescue (activation), most hits filed as activators; hit rate 0.14% among 370,000; AID 652106; further: potency means the concentration at half of the fitted maximal effect; % of control where 0% means no effect; nearly all actives have a fitted effect of over 65% in size
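Readout is rescue of growth in alpha-synuclein-expressing yeast, so inhibitors of toxicity appear as activators. Growth after 24 hr at 30 deg C in galactose medium is quantified by luminescence.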
GLP1R inv ag: inverse agonists of human GLP-1 receptor | HEK293 GLP-1R CRE-luciferase, luminescence, 24 h; GLP-1R form is constitutively active | Potency, µM (top dose mostly 38.3 µM), for inactives: top-dose activity change, negative = inhibition, actives largely listed as inhibitors | hit rate 1.6% among 410,000 | AID 624417; further: potency means the concentration at half of the fitted maximal effect; on the % scale 0 is the no-effect control and ±100 the full control effect; nearly all actives have a fitted effect of over 55% in size
Target sequence (P43220 whole entry, looked up): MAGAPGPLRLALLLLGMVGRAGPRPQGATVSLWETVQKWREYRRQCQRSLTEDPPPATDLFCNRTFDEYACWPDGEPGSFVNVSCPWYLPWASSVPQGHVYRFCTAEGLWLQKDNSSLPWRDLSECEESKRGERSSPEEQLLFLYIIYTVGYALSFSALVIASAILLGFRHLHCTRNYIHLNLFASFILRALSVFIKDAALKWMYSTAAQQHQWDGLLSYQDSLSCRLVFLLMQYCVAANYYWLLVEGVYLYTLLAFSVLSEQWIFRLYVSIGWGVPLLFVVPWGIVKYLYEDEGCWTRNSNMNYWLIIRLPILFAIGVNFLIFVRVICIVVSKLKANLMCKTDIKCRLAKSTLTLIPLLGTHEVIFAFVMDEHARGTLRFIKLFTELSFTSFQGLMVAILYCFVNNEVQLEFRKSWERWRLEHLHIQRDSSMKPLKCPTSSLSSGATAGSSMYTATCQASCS
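Seeding at 200 cells/uL, 12 h culture, 24 hr compound treatment, then luciferase reagent and a luminescence read; cells are HEK293 stably expressing a constitutively active GLP-1R plus cAMP-responsive luciferase.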
MmCpn inh: M. maripaludis TRiC chaperonin inhibition; purified Mm-Cpn ATPase, ADP Transcreener TR-FRET; AID 504842; Potency, µM (doses to about 76.9 µM), inactives show at the top dose activity, negative = inhibition, actives largely listed as inhibitors; hit rate 0.031% among 330,000; further: potency means the concentration at half of the fitted maximal effect; on the % scale 0 is the no-effect control and ±100 the full control effect; nearly all actives have a fitted effect of over 80% in size
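ATP (10 uM final) was added to archaeal chaperonin (25 nM final) after 10 min exposure to test compound at 37°C; after 30 min further incubation, ADP was detected by competitive TR-FRET.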
Abeta rescue: compounds reversing amyloid beta toxicity in yeast; hit rate 0.063% among 410,000; Potency, µM (doses to about 46.1 µM), for inactives: at the top dose growth rescue, hits mostly activators; AID 1347071; yeast expressing A-beta42, growth rescue, OD600, 48 h; response scale: 0% DMSO, 100% iron-clioquinol control; further: potency means the concentration at half of the fitted maximal effect; nearly all actives have a fitted effect of over 55% in size
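Yeast growth medium received pinned compounds, then yeast cells expressing toxic A-beta were added; plates incubated at 30 C for 48 hr. Growth read as absorbance at 600 nm, normalized to DMSO and equimolar FeCl3 plus clioquinol controls.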
TDP43 rescue: TDP-43 toxicity inhibition in yeast; AID 652104; Potency, µM (series often up to 46.1 µM), for the others: top-dose growth rescue (activation), actives largely listed as activators; TDP-43 expressing yeast growth rescue, BacTiter-Glo, 24 h; hit rate 1.8% among 410,000; further: potency means the concentration at half of the fitted maximal effect; % of control where 0% means no effect; nearly all actives have a fitted effect of over 50% in size
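In this qHTS, compounds that restore growth of yeast expressing TDP-43 appear as activators. Cells (OD600=0.02, galactose medium, raffinose-pregrown) are incubated with compound 24 hr at 30 deg C and growth is quantified by BacTiter-Glo.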
PTHR1 agonist: agonists of human PTHR1 parathyroid hormone receptor. Q03431. HEK293 GP2 PTHR1 cells, GloSensor cAMP luminescence, 1 h. Potency, µM (series often up to 115 µM), inactives show top-dose activation, usual class: activators. hit rate 0.075% among 410,000; further: potency means the concentration at half of the fitted maximal effect; nearly all actives have a fitted effect of over 55% in size; some results filed as inactive show a strong effect at the top dose; inactives centre near -15; many of its hits are not listed in these tables
Target sequence (Q03431 whole entry, looked up): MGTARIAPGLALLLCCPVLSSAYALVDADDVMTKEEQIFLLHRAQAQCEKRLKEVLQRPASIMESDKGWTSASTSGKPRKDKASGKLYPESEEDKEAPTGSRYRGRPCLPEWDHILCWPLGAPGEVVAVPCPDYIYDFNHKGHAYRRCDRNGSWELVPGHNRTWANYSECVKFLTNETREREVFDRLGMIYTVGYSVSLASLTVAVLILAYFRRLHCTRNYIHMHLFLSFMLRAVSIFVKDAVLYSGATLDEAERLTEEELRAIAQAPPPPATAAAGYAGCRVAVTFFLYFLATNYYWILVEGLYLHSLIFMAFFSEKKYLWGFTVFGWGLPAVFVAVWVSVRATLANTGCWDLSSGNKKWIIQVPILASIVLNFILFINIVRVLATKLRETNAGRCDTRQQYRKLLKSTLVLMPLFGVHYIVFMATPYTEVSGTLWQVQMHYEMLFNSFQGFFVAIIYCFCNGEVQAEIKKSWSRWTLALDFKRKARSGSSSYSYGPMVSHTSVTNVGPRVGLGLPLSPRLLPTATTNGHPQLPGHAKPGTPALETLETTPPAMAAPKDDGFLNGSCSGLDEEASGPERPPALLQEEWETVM
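HEK-293-derived GP2 cells expressing PTHR1 and a GloSensor cAMP reporter, 3,000/well, plated overnight, given luciferin plus IBMX (each 0.5 mM as added) for 1 h at 37 °C, then compound for 1 h at 37 °C. Luminescence was read after 15 min at room temperature.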
Starred values were filed as active, the others as inactive; i = inactive; ? = inconclusive; / = not tested or not shown; [ ] = dose if it differs, or a comment. Unless noted, the call rests on the fitted dose curve; in most records, active means well fitted curve in the direction sought with a large enough effect; inconclusive means small, poorly fitted or top-dose-only effect, or another doubt; inactive means no such curve, though single readings can be large; an effect the other way counts as inactive or inconclusive. A portion of the library. The share of hits here may be higher or lower than overall.

Below each SMILES – FUS suppressor | GLP1R cytotox | Akt phos inh | aSyn yeast inh | GLP1R inv ag | MmCpn inh | Abeta rescue | TDP43 rescue | PTHR1 agonist
COc1ccccc1C(=O)NC(C)C(c1cccs1)N1CCN(C)CC1 (stereo not given)
 : 19% | 21% | i | 0% | 5% | 2% | -3% | -7% | -54%
Cc1ccc(CNC(=O)COc2ccc(S(=O)(=O)NC(C)C)cc2)cc1
 : 29% | 13% | i | 1% | 2% | 0% | -3% | -28% | 10%[57.5 µM]
Nc1c(C(=O)OCC(=O)Nc2cccc([N+](=O)[O-])c2)[nH]c(=O)[nH]c1=O
 : 16% | -7% | i | 7% | 2% | -1% | -4% | 8% | i
Cc1cccc(NC(=O)c2ccc(S(=O)(=O)NCc3cccnc3)cc2)c1C
 : 13% | -3% | i | 1% | -28% | 1% | -5% | 5% | -12%
COc1ncnc2c1oc1nc(CC(C)C)c3c(c12)CCCC3
 : -8% | 9% | i | 0% | 26% | 1% | 7% | 0% | -11%
CCOC(=O)C1=CCC2c3c(c4ccccc4n3C)C(=O)C1N2C(=O)OC(C)(C)C (stereo not given)
 : 2% | 7% | i | -2% | -5% | 2% | 6% | 13% | -11%
Cc1ccc(N2C(=O)N(CC(=O)NC(N)=O)C(=O)C2C)cc1 (stereo not given)
 : 20% | -4% | i | -2% | 8% | -1% | -10% | -1% | i
O=C(O)c1ccc(C(=O)c2ccc3c(c2)C(=O)N(Cc2ccco2)C3=O)cc1
 : 15% | 7% | i | 1% | -9% | -2% | 21% | 13% | i
COc1ccc2c(c1)cc1n2CCN=C1NN
 : 33% | -2% | i | -6% | 1% | -4% | -31%[inhibitor] | 4% | -8%
Cc1c(CCOC(=O)CC23CC4CC(CC(C4)C2)C3)sc[n+]1CC(=O)c1ccc(Br)cc1
 : ? | -4% | i | -11% | ? | / | 8% | -7% | -10%
COc1cc2c(cc1OC)CN(C(=O)c1cccc(S(=O)(=O)N3CCc4ccccc43)c1)CC2
 : / | -16% | i | 0% | 23% | 0% | -10% | 23% | -24%
Cc1ccc(C(CNS(=O)(=O)c2ccc(F)cc2C)N2CCN(C)CC2)cc1 (stereo not given)
 : -5% | -19% | i | 8% | ? | 1% | -4% | -14% | i
NS(=O)(=O)c1ccc(NC(=O)c2cccc3cc4ccccc4nc23)cc1
 : / | -9% | i | 9% | 64%[activator] | / | 9% | 7% | i
Cc1cc(SCC(=O)NC(=O)c2cccn2C)nc2ccccc12
 : -5% | -5% | i | 1% | 9% | 1% | ? | 20µM* | i
Cc1nn(Cc2ccc(Br)cc2)c(C)c1NC(=O)c1nn(C)cc1Cl
 : 17% | -20% | i | -11% | -22% | 0% | -18% | -19% | 1%[57.5 µM]
C[C@@H]1CN([C@@H](C)CO)C(=O)CCCn2nncc2CO[C@H]1CN(C)S(=O)(=O)c1ccc(-n2cccn2)cc1
 : 37% | -15% | i | 3% | 2% | / | -3% | 29% | -32%[inhibitor]
Cc1cccc(C(=O)C(O)(c2ccccc2)C2CCCCC2=O)c1 (stereo not given)
 : -4% | 5% | i | 5% | ? | / | 0% | -7% | -5%
O=C(CN1CCN(Cc2ccccc2)CC1)N1N=CCC1c1ccccc1 (stereo not given)
 : -14% | -2% | i | -5% | -4% | 1% | -1% | 0% | i
Cc1ccccc1-c1noc(-c2ccccc2F)n1
 : 15% | -13% | i | -4% | 3% | 0% | -11% | -8% | -20%[57.5 µM]
Clc1ccc(-c2ccc(CN3CCCCC3)o2)cc1
 : -7% | 6% | i | -2% | ? | 0% | -13% | -7% | i
CCOc1cc(/C=N/Nc2cc(C)nc(-n3nc(C)cc3C)n2)ccc1O
 : -14% | ? | i | -2% | -24% | 0% | 7% | 8% | i
COc1ccc(NC(=O)CCCSc2ccccc2)cc1S(N)(=O)=O
 : -10% | -36% | i | 2% | -6% | -4% | 8% | 17% | i
COc1ccc(C(=O)NC2CCN(CC(=O)NCc3ccccc3F)CC2)cc1
 : -9% | -10% | i | -6% | -10% | -1% | -16% | -19% | i
CSc1ccc(CNC(=O)C2Cc3cc(S(=O)(=O)N4CCCC4)ccc3N2C(C)=O)cc1 (stereo not given)
 : ? | -14% | i | 7% | -14% | -3% | 4% | 5% | -26%
Oc1ccc(-c2nnc(-c3ccc(O)cc3)nn2)cc1
 : -12% | -13% | i | 4% | 60%[activator] | -1% | 6% | -5% | -31%[inhibitor]
Cc1ccccc1C(=O)Nc1ccccc1
 : -5% | -26% | i | 1% | 11% | 0% | 16% | 29% | i
CCOC(=O)CC(=O)CSc1nc2c(c(C)c1C#N)CCC2
 : / | 8% | i | 4% | 0% | -9% | 1% | 16% | -44%[inhibitor]
Cc1cccc(-c2cc(-c3ccccc3)nc(SCC(=O)Nc3ccccc3)c2C#N)c1
 : 1% | -3% | / | / | 7% | / | -10% | 11% | i
CNC(=O)COC(=O)c1cc(F)c(F)cc1Cl
 : -15% | -6% | i | -4% | 1% | -1% | 14% | 1% | i
N#CC(c1ccccc1)c1ccc(=O)[nH]n1 (stereo not given)
 : 12% | 2% | i | -6% | 11% | 0% | 2% | 0% | -4%
O=C1c2oc3ccccc3c(=O)c2C(c2cccc(F)c2)N1CCCO (stereo not given)
 : -24% | 8% | i | -1% | 4% | 0% | 1% | 0% | i
CC1CCN(CCC(=O)Nc2ccc(F)c(F)c2)CC1
 : -18% | 3% | i | 4% | -5% | 1% | 5% | -12% | i
S=C(Nc1ccccc1)Nc1ccc2ccccc2c1
 : 35% | ? | i | -1% | ? | / | ? | -15% | -58%[inhibitor]
CCCCOC(=O)c1ccc(OC(=O)c2sc3ncn(Cc4cccc(F)c4)c(=O)c3c2C)cc1
 : -18% | 3% | / | / | 5% | / | 0% | 22% | i
CCCCN(C)c1c(C)nc2ccc(C(=O)NCCCn3ccnc3)cn12
 : -20% | 7% | i | 1% | 1% | / | -16% | -21% | -8%
O=C(Nc1cccc2oc(=O)ccc12)c1ccc([N+](=O)[O-])cc1[N+](=O)[O-]
 : 10% | 2% | i | 0% | 18% | 0% | -5% | 5% | i
CCCn1c(C)cc(C(=O)CN2C(=O)c3ccccc3C2=O)c1C
 : 17% | -8% | i | 7% | ? | / | -1% | -1% | -25%
C=CCNc1nc(NCc2ccccc2)c(C#N)c2c1CN(C)CC2
 : 14% | 153%[activator] | i | -2% | -26% | -1% | -7% | -22% | i
Cc1ccc(CSc2ncc(Cl)c(C(=O)NCc3ccccc3)n2)cc1
 : -21% | -3% | / | / | 3% | / | 4% | 0% | i
CCOC(=O)C1CCCCN1S(=O)(=O)c1cc2c(cc1C)NC(=O)CO2 (stereo not given)
 : -3% | -8% | i | -5% | -13% | 1% | -8% | 0% | -15%
CCSc1nnc(-c2sc3nnc(-c4ccccc4)c(-c4ccccc4)c3c2N)o1
 : 1% | 100%[activator] | / | -1% | ? | 1% | 5% | 7% | i
CCCc1[nH]nc2c1C(c1ccccc1OCC)C(C#N)=C(N)O2 (stereo not given)
 : 23% | -13% | i | -4% | -10% | 2% | -13% | -7% | 14%[57.5 µM]
COc1ccc(CCNCC(O)Cn2c3ccccc3c3ccccc32)cc1OC (stereo not given)
 : -18% | ? | i | 0% | ? | 1% | 17% | 10% | 23%
O=C(CSc1nnc(-c2ccncc2)o1)Nc1cc(F)ccc1F
 : / | 14% | i | 3% | -7% | 0% | 2% | 27% | i
Cc1ccc(C)c(Cn2nc3c4ccccc4n(Cc4ccccc4)cc-3c2=O)c1
 : 30% | -7% | i | -4% | ? | 0% | -9% | -14% | i
CCCCn1c(=N)n(CC(=O)c2ccc(Br)s2)c2ccccc21
 : 7% | ? | i | -3% | ? | -16% | 12% | 18% | -17%
CCCOP(=O)(c1ccc(N(C)C)cc1)C(O)c1ccc(Cl)cc1 (stereo not given)
 : 17% | 6% | i | 0% | ? | -1% | 0% | 6% | i
CCn1c(C)cc(/C=C2/NC(=O)N(c3ccccc3)C2=O)c1C
 : 38% | -10% | i | 1% | -20% | 0% | -4% | 6% | -17%
COc1cccc(CCNC(=O)c2ccc(Cn3c(SCc4ccccc4)nc4cccnc43)cc2)c1
 : 34% | 0% | / | / | -24% | / | -3% | 7% | -55%[inhibitor]
CCC(C)c1ccccc1NC(=O)COC(=O)CCc1cc(OC)c(OC)c(OC)c1 (stereo not given)
 : 8% | -6% | i | 6% | 1% | 1% | -5% | 5% | -16%
CCOC(=O)c1cc(-c2ccccc2)n(CCCC(=O)Nc2cccc(Cl)c2C)c1C
 : 37% | -13% | / | / | ? | / | -11% | -7% | i
CN(C(=O)COC(=O)c1cc(=O)[nH]c2ccccc12)c1ccccc1
 : -1% | 7% | i | -8% | 6% | 0% | 6% | 8% | -25%
COc1ccc(/C=C/C(=O)Nc2nc(C)c(C(=O)N(C)C)s2)cc1
 : / | -18% | i | 0% | 5% | -4% | -11% | 0% | i
Cc1nc(S(=O)(=O)c2ccc(Cl)cc2)c(NCc2ccccc2)o1
 : 5% | 9% | i | 2% | -10% | 1% | 17% | 21% | -29%
CNc1cncc(-c2cccc(O)c2)n1
 : -17% | 0% | i | 18% | 23% | / | -11% | 7% | -7%
CC(=O)N1CCN(C(=O)c2c(-c3ccccc3)noc2C)CC1
 : -16% | -10% | i | -3% | 2% | 0% | 0% | 1% | i

From PubChem BioAssay
